High-throughput results as filed in PubChem BioAssay.
tim23-1 inh: tim23-1 yeast growth inhibition; S. cerevisiae tim23-1 growth, BacTiter-Glo luminescence, 24 h; inhibition, % at 20 µM; 330,000 tested, 1.3% active;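 active means growth inhibition of the mutant yeast at or above 50%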;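 further: temperature-sensitive mutant grown at 25 °C; plate controls were DMSO-treated mutant yeast for no effect and medium wells lacking yeast for full effect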
Mdm2-MdmX inh: human Mdm2/MdmX binding inhibition. 330,000 tested, 3% active. SaOS-2 split-luciferase Mdm2/MdmX complementation, luminescence. O15151+Q00987. inhibition, % at 8 µM;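 active means inhibition of at least 50% at 8 µM in the primary screen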
CXCR6 inh: CXCR6 (human) receptor inhibition; CHO-K1 PathHunter CXCR6 beta-arrestin, luminescence; inhibition, % at 20 µM; O00574; 360,000 tested, 0.36% active; in the data active means inhibition above about 34%, passing the limit was not always enough;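 further: antagonist mode with CXCL16 agonist at 10 nM final; 0% = 10 nM CXCL16 with DMSO and 100% = unstimulated wells without agonist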
Target sequence (O00574 whole entry, looked up): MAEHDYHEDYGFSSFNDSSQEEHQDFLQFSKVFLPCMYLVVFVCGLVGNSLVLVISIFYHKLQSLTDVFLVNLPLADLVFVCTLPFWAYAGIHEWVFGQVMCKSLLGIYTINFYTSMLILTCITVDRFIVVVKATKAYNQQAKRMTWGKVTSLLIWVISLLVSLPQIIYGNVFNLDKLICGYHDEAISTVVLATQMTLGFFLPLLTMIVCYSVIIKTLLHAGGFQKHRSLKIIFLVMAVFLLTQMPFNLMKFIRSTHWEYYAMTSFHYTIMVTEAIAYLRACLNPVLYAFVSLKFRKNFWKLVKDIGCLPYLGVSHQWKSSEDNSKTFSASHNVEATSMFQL
UPR CHOP act: apoptotic UPR (CHOP) activation. CHO-CHOP luciferase reporter, luminescence; percent of tunicamycin response over DMSO baseline. 330,000 tested, 0.34% active. activation, % at 10 µM;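 active means at 10 µM dose, activation of 40% or more, normalized to positive control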;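 further: 100% = tunicamycin at 10 µg/mL and 0% = DMSO alone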
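measured by = luciferase luminescence | assay system = CHO-CHOP cells, stable luciferase reporter of PERK-eIF2a-CHOP signalling | amount = 500 reporter cells seeded per well | timing = 6 h compound exposure at 37 °C after overnight seeding | controls = positive tunicamycin 10 µg/mL, negative DMSO alone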
CCR6 antag: CCR6 (human) receptor antagonism. CHO-K1 CCR6 PathHunter beta-arrestin, luminescence, CCL20-stimulated. inhibition, % at 20 µM. 340,000 tested, 0.49% active. AID 493098;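 active means compounds whose inhibition of the agonist-driven luminescence signal at 20 µM reaches about 50%, limit read from the data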;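 further: cells stimulated with CCL20 at 14 nM final; plate controls were DMSO with CCL20 for no effect and DMSO without agonist for full effect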
Target sequence (P51684 whole entry, looked up): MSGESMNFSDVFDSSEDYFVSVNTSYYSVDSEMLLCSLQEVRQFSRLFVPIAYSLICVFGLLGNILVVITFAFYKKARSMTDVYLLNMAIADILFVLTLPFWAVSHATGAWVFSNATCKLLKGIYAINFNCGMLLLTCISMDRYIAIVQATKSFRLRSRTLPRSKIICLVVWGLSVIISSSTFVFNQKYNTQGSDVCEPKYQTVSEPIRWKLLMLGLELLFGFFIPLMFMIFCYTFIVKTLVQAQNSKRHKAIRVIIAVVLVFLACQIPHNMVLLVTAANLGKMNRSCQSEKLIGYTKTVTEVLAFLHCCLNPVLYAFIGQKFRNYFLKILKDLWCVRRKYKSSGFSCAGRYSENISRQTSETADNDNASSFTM
APJ ag: activates the human apelin receptor APJ; 330,000 tested, 0.11% active; CHO-K1 APJ PathHunter beta-arrestin, luminescence; 0% DMSO wells, 100% apelin; activation, % at 20 µM;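 active means activation more than six SD over the plate average, tested at 20 µM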;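 further: 0% = DMSO alone and 100% = apelin-13 at 10 nM; some results filed as inactive read as strong as hits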
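Material: CHO-K1 APJ beta-arrestin complementation cell line; Input: cell density 1000 per well; Incubation: compound stimulation 90 min at 25 °C, detection 60 min; Signal: luminescence from split beta-galactosidase complementation, Galacton Star/Emerald II substrate; Controls: DMSO-only wells as negative, 10 nM Apelin-13 as positive control.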
APJ antag: blocks the human apelin receptor APJ; P35414; CHO-K1 APJ beta-arrestin complementation, luminescence; inhibition, % at 20 µM; 330,000 tested, 0.32% active;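 active means inhibition above about 40% at 20 µM, limit read from the data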;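 further: cells challenged with 10 nM apelin-13 agonist together with compound; plate controls were apelin-13 plus DMSO wells for no effect and DMSO wells lacking apelin-13 for full effect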
XBP1 UPR activ: adaptive UPR (XBP1) activation. AID 463104. activation, % at 20 µM. CHO-XBP1 luciferase reporter, IRE1-XBP1 UPR activation, luminescence; percent of tunicamycin response, DMSO as zero. 330,000 tested, 0.33% active;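 active means versus positive control, 20 µM dose yields 30% or more activation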;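 further: 100% = tunicamycin at 10 µg/mL and 0% = DMSO only wells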
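Material: CHO cell line with stable XBP1 luciferase reporter; buffer or medium: F12 medium containing 10% fetal bovine serum; compound: single point, 20 µM final compound, 1% DMSO; incubation: 6 h treatment, 37 °C; measured by: glow luminescence from Steady-Glo reagent; evaluation: activation, % of tunicamycin; control set: tunicamycin high, DMSO low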
EBI2 block: EBI2 (human) antagonism. 360,000 tested, 0.81% active. P32249. inhibition, % at 5 µM. AID 651636. EBI2 beta-arrestin recruitment, luminescence, 7a,25-OHC stimulated; in the data active means inhibition above about 38%;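 further: enzyme fragment complementation signal reports receptor beta-arrestin coupling in cells; 0% = agonist plus DMSO wells and 100% = wells without agonist; some results beyond the cut were filed as inactive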
Target sequence (P32249 whole entry, looked up, the tested form may be a part): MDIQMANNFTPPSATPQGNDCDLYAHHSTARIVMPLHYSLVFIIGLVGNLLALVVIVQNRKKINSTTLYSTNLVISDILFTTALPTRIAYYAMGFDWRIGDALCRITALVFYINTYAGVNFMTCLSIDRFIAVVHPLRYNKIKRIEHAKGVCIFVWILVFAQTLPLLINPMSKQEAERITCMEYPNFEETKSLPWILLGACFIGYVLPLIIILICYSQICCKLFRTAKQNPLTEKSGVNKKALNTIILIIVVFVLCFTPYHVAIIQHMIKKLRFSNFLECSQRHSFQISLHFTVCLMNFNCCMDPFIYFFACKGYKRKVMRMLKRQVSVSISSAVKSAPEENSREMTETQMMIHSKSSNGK
Numbers without * were called inactive; . = not tested or not shown.

SMILES	tim23-1 inh	Mdm2-MdmX inh	CXCR6 inh	UPR CHOP act	CCR6 antag	APJ ag	APJ antag	XBP1 UPR activ	EBI2 block
CCCc1c(C(=O)N/N=C/C(C)=C/c2ccco2)nnn1-c1nonc1N	-6	12	4	0.3	7	-4	-1	-1	10
Cc1cc(Cl)ccc1OCC(=O)NNC(=O)C1CCN(c2ncnc3sc(C)c(C)c23)CC1	15	20	-11	-1.4	2	-1	5	-1	25
O=C(O)/C=C\C(=O)NC1CCCCC1	5	6	-4	-0.2	-4	-1	11	2	-24
CCCCCOC(=O)C1=C(C)NC(=O)NC1c1ccccc1OCC (stereo unspecified)	17	8	10	-1.3	-2	3	-18	-3	14
Cn1c(SCC(=O)NC2CC2)nnc1-c1ccccc1	-10	15	2	-1.4	-10	-2	-10	-3	4
Cc1ccc(NC(=O)c2cc(-c3ccccc3O)n[nH]2)cc1Cl	-3	-15	-3	2.5	1	0	3	-2	6
CCOC(=O)c1sc(Nc2nc3ccc(OC)cc3s2)cc1C	39	-28	-17	1.9	-12	0	-16	-1	13
N#Cc1cc(-c2ccccc2)nc(N2CCNCC2)n1	18	21	-4	-1.4	7	2	-3	4	-23
COc1ccccc1N(C)S(=O)(=O)c1ccc(C(=O)NCCc2ccc(F)cc2)cc1	39	21	-3	0.9	14	-1	4	0	14
CCOC(=O)C1=C(C)N(C)C(C)=C(C(=O)OCC)C1c1ccncc1	20	6	-19	-0.9	-5	2	5	-3	-1
O=C(C1CCN(S(=O)(=O)c2ccc(F)cc2)CC1)N1CCCC(C(F)(F)F)C1 (stereo unspecified)	16	25	4	-1.3	5	-2	9	0	1
Cc1ccc(S(=O)(=O)Nc2cccc(-c3ccc(N4CCCCCC4)nn3)c2)cc1C	14	23	11	4.1	4	-2	3	-2	-4
O=C(CN(Cc1ccccc1)S(=O)(=O)c1ccc(Br)cc1)NCc1ccco1	28	6	3	-1.4	-1	-3	-1	-2	8
CCCN(CC1COc2ccccc2O1)C(=S)Nc1ccc(C)cc1 (stereo unspecified)	41	0	11	-1.7	15	1	-4	1	8
O=C(CCN1CCC(c2ccccc2)C1)c1ccccc1 (stereo unspecified)	15	-35	-1	1.6	6	-5	10	-2	0
COc1ccc(-c2noc(CCC(=O)NC3CCCCC3)n2)cc1	7	-1	-6	-0.6	9	5	14	-6	2
COC(=O)C1=C(C)N(c2ccccc2)/C(=C/c2cccs2)C1=O	35	9	6	1.1	5	-1	11	1	-38
CC1CCCC(NC(=O)CSc2ncccc2C(=O)O)C1C (stereo unspecified)	5	1	-4	0.8	17	0	15	-3	3
Cc1c[nH]c2cccc(OCC(CNC(C)(C)C)OC(=O)c3ccccc3)c12 (stereo unspecified)	15	17	2	1.0	12	-5	19	4	8
CN(C)C(=O)CCc1ccc2c3c([nH]c2c1)[C@]1(C)[C@@H](C(=O)N2CCOCC2)C[C@H](CC(=O)NC(C)(C)C)C(=O)N1CC3	29	-5	4	1.8	18	.	.	-2	-12
COc1ccc(N(CC(=O)NC2CCCC2)C(=O)Cn2nnc(-c3ccc(F)cc3)n2)cc1	9	22	-2	8.2	12	-1	22	7	7
CN(C)NC1=CC(=[N+]2CCCC2)CC(C)(C)C1	12	2	-11	-0.3	1	-3	26	-1	-2
O=C(Nc1ccc2nn(-c3ccc(F)cc3)nc2c1)c1cccnc1	14	-22	4	3.2	14	2	9	7	8
CCc1ccc(CN(C)CCc2ccccn2)cc1	6	0	8	-0.1	11	1	23	-1	-5
CCCOC(=O)c1[nH]c2c(c1C)C(=O)CC(c1cc(OC)c(OC)c(OC)c1)C2 (stereo unspecified)	19	11	-10	2.6	7	6	-10	-2	-3
COc1cc2c(cc1OC)C(c1cc(Br)c(OC)c(OC)c1)CC(=O)N2 (stereo unspecified)	0	25	-9	1.6	8	-3	10	-4	-9
Cc1nc(-c2cccc(NC(=O)c3ccc(-n4nccc4C)cc3)c2)cs1	36	5	-6	0.6	-8	2	1	3	-13
Brc1ccc(-c2nn3c(-c4ccco4)nnc3s2)o1	26	12	2	-2.6	-1	-4	10	2	-6
COc1ccc(CCNC(=O)C2CCCN2C(=O)Nc2cccc(C(C)=O)c2)cc1OC (stereo unspecified)	5	3	0	-0.7	-4	1	7	-1	2
Cc1ccc(CCN=c2c([N+](=O)[O-])nn(-c3ccccc3)n2O)cc1	24	-6	-13	-1.6	-24	14*	-46	-2	-9
Nc1c(Cl)c(Cl)nc(C(=O)OCC(=O)N2CCCC2=O)c1Cl	11	-5	-2	-0.3	5	-1	10	-2	1
Cn1ccc(CC(=O)N2CCC(N3CCC(C(=O)N4CCCC4)CC3)CC2)c1	-2	5	-4	-0.9	-4	-3	5	7	-1
Cc1ccc(NC(=S)Nc2ccc(F)cc2)cc1C	16	4	-13	-1.2	12	1	9	-2	22
Cc1ccc(N=C2N=C(N)c3ccccc32)cc1C	21	26	9	2.5	12	-2	2	1	-4
COc1cc(C(C[N+](=O)[O-])c2c(C)cc3ccccn23)ccc1O (stereo unspecified)	32	-21	17	11	6	4	-17	-5	14
O=C(Cn1nnc(-c2ccc3c(c2)OCO3)n1)N1CCOCC1	-4	3	-5	1.6	-14	-2	10	2	-12

In another format: results already given
Results follow in this order: tim23-1 inh	Mdm2-MdmX inh	CXCR6 inh	UPR CHOP act	CCR6 antag	APJ ag	APJ antag	XBP1 UPR activ	EBI2 block
COc1cc2c(cc1OC)C(c1cc(Br)c(OC)c(OC)c1)CC(=O)N2 (stereo unspecified)
    0	25	-9	1.6	8	-3	10	-4	-9
COc1ccc(CCNC(=O)C2CCCN2C(=O)Nc2cccc(C(C)=O)c2)cc1OC (stereo unspecified)
    5	3	0	-0.7	-4	1	7	-1	2
Brc1ccc(-c2nn3c(-c4ccco4)nnc3s2)o1
    26	12	2	-2.6	-1	-4	10	2	-6
Cn1ccc(CC(=O)N2CCC(N3CCC(C(=O)N4CCCC4)CC3)CC2)c1
    -2	5	-4	-0.9	-4	-3	5	7	-1
Cc1ccc(N=C2N=C(N)c3ccccc32)cc1C
    21	26	9	2.5	12	-2	2	1	-4

More records.
SMILES	tim23-1 inh	Mdm2-MdmX inh	CXCR6 inh	UPR CHOP act	CCR6 antag	APJ ag	APJ antag	XBP1 UPR activ	EBI2 block
O=C(Cn1nnc(-c2ccc3c(c2)OCO3)n1)Nc1ccccc1C(=O)O	3	-40	3	2.5	1	5	-14	-3	-6
CCCC(=O)Nc1ccccc1NC(=O)c1ccc2c(c1)OCO2	-3	41	-5	0.7	-4	-5	14	-5	-6
Cc1nn(Cc2ccccc2)c(Cl)c1C(=O)NCCc1ccccc1	22	-113	16	5.7	18	-2	9	2	0
CCCCN(C(=O)CCC(=O)Nc1cc(C)on1)C(C(=O)NC1CCCC1)c1ccc(OCC)cc1 (stereo unspecified)	0	36	11	0.5	16	2	9	-1	-11
Fc1cccc(F)c1-n1c(CN2CCOCC2)csc1=S	5	28	-2	1.5	14	-3	-3	-2	-3
Cc1ccc(S(=O)(=O)Nc2ccccc2CNc2cccc(C)n2)cc1	11	17	-1	0.6	13	-3	15	1	-4
Cc1ccc(OCC(=O)Nc2ccc([N+](=O)[O-])cn2)cc1C	-16	8	-1	0.5	12	-4	2	-4	2
CCOC(=O)C1(CC2CC2)CCN(C(=O)c2cc(OC)nc3ccccc23)CC1	28	-20	-8	1.9	9	-4	12	0	1
CCOc1ccc(NC(=S)N2CCCCCC2)cc1	7	-25	3	2.1	13	2	-25	0	11
CCc1ccc(NC(=O)COC(=O)c2nc3nc(C)cc(C)n3n2)cc1	9	-29	-3	1.7	7	-3	-49	1	5
C=CCn1c(SCC(=O)NC)nnc1C12CC3CC(CC(C3)C1)C2	17	10	9	0.9	-14	0	5	-4	5
Cc1ccnc(NC(=O)C2CCN(S(=O)(=O)c3cccc(C(F)(F)F)c3)CC2)c1	15	16	5	2.2	2	-5	-1	-1	6

An excerpt of these results, as labelled records:
CCOC(=O)C1(CC2CC2)CCN(C(=O)c2cc(OC)nc3ccccc23)CC1
  tim23-1 inh: 28
  Mdm2-MdmX inh: -20
  CXCR6 inh: -8
  UPR CHOP act: 1.9
  CCR6 antag: 9
  APJ ag: -4
  APJ antag: 12
  XBP1 UPR activ: 0
  EBI2 block: 1

CCOc1ccc(NC(=S)N2CCCCCC2)cc1
  tim23-1 inh: 7
  Mdm2-MdmX inh: -25
  CXCR6 inh: 3
  UPR CHOP act: 2.1
  CCR6 antag: 13
  APJ ag: 2
  APJ antag: -25
  XBP1 UPR activ: 0
  EBI2 block: 11

Random excerpt: 5 entries already listed, in no set order.
SMILES	tim23-1 inh	Mdm2-MdmX inh	CXCR6 inh	UPR CHOP act	CCR6 antag	APJ ag	APJ antag	XBP1 UPR activ	EBI2 block
O=C(C1CCN(S(=O)(=O)c2ccc(F)cc2)CC1)N1CCCC(C(F)(F)F)C1 (stereo unspecified)	16	25	4	-1.3	5	-2	9	0	1
O=C(Cn1nnc(-c2ccc3c(c2)OCO3)n1)Nc1ccccc1C(=O)O	3	-40	3	2.5	1	5	-14	-3	-6
COc1cc2c(cc1OC)C(c1cc(Br)c(OC)c(OC)c1)CC(=O)N2 (stereo unspecified)	0	25	-9	1.6	8	-3	10	-4	-9
Fc1cccc(F)c1-n1c(CN2CCOCC2)csc1=S	5	28	-2	1.5	14	-3	-3	-2	-3
Cc1ccc(S(=O)(=O)Nc2ccccc2CNc2cccc(C)n2)cc1	11	17	-1	0.6	13	-3	15	1	-4

Going on with the list:
SMILES	tim23-1 inh	Mdm2-MdmX inh	CXCR6 inh	UPR CHOP act	CCR6 antag	APJ ag	APJ antag	XBP1 UPR activ	EBI2 block
O=C(COC(=O)/C=C/c1cccs1)Nc1cccc(S(=O)(=O)N2CCCC2)c1	-5	-18	-9	-0.4	10	0	-5	-3	8
COc1cccc(CCN2CCC(CNS(=O)(=O)c3cc(-c4cc(C)no4)ccc3OC)CC2)c1	-12	50*	5	3.7	25	-3	-5	0	0
Cc1nc(SCC(=O)NCc2ccccc2)c2c(=O)n(C)c(=O)n(C)c2n1	29	9	-3	2.1	6	4	-7	3	-9
N/C(=N\OC(=O)c1ccc(Cl)cc1Cl)c1cccnc1	52*	-169	-6	2.4	-38	8	-30	-1	-19
CCCn1cc(S(=O)(=O)c2ccc(C)cc2)c(=O)c2cc(OC)c(OC)cc21	7	11	-1	-0.1	13	-4	-14	5	1
CCSCc1nnc(SCC(=O)Nc2ccc(F)cc2)n1CC	-4	11	5	1.5	2	-1	5	2	-1
CCc1nc2nc(C)c(NS(=O)(=O)c3ccc(CC(C)C)cc3)c(=O)n2[nH]1	17	-14	3	1.0	11	-3	2	0	-13
Cc1c(OC(C)C(=O)NCCN2CCOCC2)ccc2c3c(c(=O)oc12)CCC3 (stereo unspecified)	0	21	2	0.1	3	-2	8	0	1
O=C(COC(=O)CNS(=O)(=O)c1cccc(Br)c1)Nc1ccccc1Sc1ccccc1	20	11	-7	1.5	0	-1	-7	1	-4
O=C(c1ccco1)N1CCN(C(=O)C2CC(c3ccc(Cl)cc3)=NO2)CC1 (stereo unspecified)	11	16	-1	0.3	3	-1	-4	-2	1

The list is partial; the hit share may differ from the screen's.
